GSIS activator: GLuc luminescence reporter in INS-1E cells, primary screen for activators of glucose-dependent secretion of insulin; AID 743287, 2014; INS-1E GLuc reporter insulin secretion, 2-3 h; activation, % at 16.6 µM; actives 0.61% (n = 370,000);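 active = lowest replicate activation of at least 40%, so every replicate reaches that level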;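 note: 0% = median of neutral control wells and 100% = median of IBMX positive control wells; some compounds called inactive have numbers as strong as hits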
PAX8 reporter: inhibitors of PAX8-driven TPO luciferase reporter, primary screen, RMG-I cells, single concentration | actives 1.2% (n = 360,000) | SteadyGlo, 24 h | inhibition, % at 12.6 µM;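 active = mean replicate inhibition at least 60% with every replicate also reaching 60%; inconclusive = only one of the two criteria is met; inactive = mean below 60% and not all replicates reaching 60%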;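 note: luciferase light reporting Pax8 driven TPO promoter activity; plate controls were median of neutral control wells for no effect and mitoxantrone controls for full effect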
XiGFP reactiv: activators of inactive X chromosome reactivation, primary screen, imaging, XiGFP fibroblasts, GFP high-content imaging, set 2. XiGFP mouse fibroblasts, % GFP-positive cells imaging, 3 d; cells co-treated with 5-aza-dC sensitizer; scaled so ellipticine positive control = 100%. activation, % at 7.58 µM. actives 0.055% (n = 360,000). AID 743238, 2013;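 active = mean normalized replicate activation at least 10% and every replicate at or above 10%; inconclusive = only one of the two criteria met; inactive = mean below 10% and not all replicates reach 10%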;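 note: 0% = median of on-plate neutral control wells and 100% = ellipticine 6 µM median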
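Assay system: SV40-immortalized XiGFP fibroblast cells, line 68-5-11; buffer or medium: DMEM plus 5-aza-dC sensitizer; compound: one concentration, pinned; timing: compounds 3 days, fix/stain 15 min at room temperature; benchmarks: positive control ellipticine, 6 µM final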
DENV2 CPE: inhibitors of DENV2 cytopathic effect, primary screen, cell-based, plate reader, single concentration | AID 651640, 2012 | CPE inhibition, % at 9.99 µM | actives 1.7% (n = 350,000) | DENV2-infected cells, cytopathic effect rescue; in the data active = CPE inhibition above about 20%, passing the limit was not always enough; inconclusive = no clear call, values can overlap the other calls; tested in BHK-21 cells;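 note: 0% = median of neutral control wells and 100% = median of positive control wells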
F508del corr: F508del CFTR correction, initial screen, CFBE line, single point | CFBE cells, YFP halide quenching; stimulated with forskolin plus potentiator P3; % fluorescence drop versus neutral controls | activity (quench increase), % at 7.58 µM | actives 0.36% (n = 350,000);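 active = mean added fluorescence quench of at least 8% versus neutral control, with both replicates also reaching 8%; inconclusive = only one of the mean or replicate conditions met; inactive = mean below 8% and not both replicates reaching 8%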;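 note: cells transiently co-express mutant CFTR-F508del with the halide-sensitive YFP; corrector assay measuring rescue of mutant channel to the surface after 24 h compound exposure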
EWS-Fli inh: EWS/Fli-driven NR0B1 reporter inhibitors, primary screen, A673 cells, NR0B1 luciferase, luminescence, MLPCN library; viability-normalised; AID 651661, 2012; inhibition, % at 12.6 µM; actives 0.67% (n = 350,000);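 active = mean inhibition of at least 50% after viability correction, with every replicate also passing that limit; inconclusive = mean reaches 50% but only one of two replicates passes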;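 note: firefly luciferase signal divided by Alamar Blue viability fluorescence both relative to DMSO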
ARNT TACC3 PPI: disruptors of ARNT/TACC3 protein interaction, primary screen, biochemical, AlphaScreen, single concentration; Transforming acidic coiled-coil-containing protein 3 (Homo sapiens), Q9Y6A5; inhibition, % at 9.99 µM; AlphaScreen His-ARNT PAS-B/GST-TACC3 binding, luminescence; TACC3 fragment carries E629A point mutation; actives 0.66% (n = 390,000);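 active = mean inhibition of replicates at least 50% and at least half of replicates each reaching 50%; inconclusive = half or more replicates reach 50% but mean below 50%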;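 note: 0% = complete ARNT plus TACC3 wells and 100% = ARNT alone without TACC3; many hits fall short of the cut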
ERp5 block: inhibitors of ERp5-driven insulin aggregation, primary screen, biochemical, turbidity, absorbance 650 nm, single point; actives 0.05% (n = 350,000); AID 651711, 2012; inhibition, % at 9.99 µM; 90 min;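 active = mean replicate inhibition above about 25%, with every replicate also reaching it, limit read from the data, passing the limit was not always enough; inconclusive = only one of those two criteria met; inactive = neither criterion met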
Target sequence (Q15084 whole entry, looked up): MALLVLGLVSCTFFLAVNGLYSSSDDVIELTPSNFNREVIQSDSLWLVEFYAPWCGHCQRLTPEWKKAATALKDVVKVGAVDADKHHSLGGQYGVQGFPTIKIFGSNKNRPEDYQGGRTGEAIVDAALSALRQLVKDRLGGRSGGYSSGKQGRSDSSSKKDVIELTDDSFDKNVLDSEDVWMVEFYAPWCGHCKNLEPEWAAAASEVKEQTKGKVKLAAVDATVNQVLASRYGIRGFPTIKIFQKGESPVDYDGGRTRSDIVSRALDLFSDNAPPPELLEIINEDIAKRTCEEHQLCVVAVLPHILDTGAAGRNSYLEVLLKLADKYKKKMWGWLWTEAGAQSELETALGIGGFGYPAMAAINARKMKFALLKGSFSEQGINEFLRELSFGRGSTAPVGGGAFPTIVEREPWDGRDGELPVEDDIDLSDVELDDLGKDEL
* hit, by the source's call; & = joins results of further samples.

Results for CS(=O)(=O)N1CCCCC1c1cc(C(=O)Nc2ccccc2Cl)no1 (stereo not drawn) ?
GSIS activator: -5; PAX8 reporter: -28; XiGFP reactiv: -0.1; DENV2 CPE: -12; F508del corr: 1.6; EWS-Fli inh: -12; ERp5 block: 1

Results for C[C@@H]1CN([C@@H](C)CO)C(=O)Cc2cc(NC(=O)Cc3ccccc3)ccc2O[C@@H]1CN(C)Cc1ccccc1 ?
GSIS activator: 0; PAX8 reporter: 16; XiGFP reactiv: -0.1; DENV2 CPE: -6; F508del corr: 0.4; EWS-Fli inh: 23; ARNT TACC3 PPI: 10; ERp5 block: -5

Results for O=C(NCC1CC1)[C@@H]1[C@@H](CO)[C@@H]2Cn3c(ccc(/C=C/c4ccccc4)c3=O)[C@H]1N2C(=O)C1CC1 ?
GSIS activator: -7; XiGFP reactiv: 0.2; DENV2 CPE: 11; F508del corr: -2.1; EWS-Fli inh: -1; ARNT TACC3 PPI: -16; ERp5 block: 0

What do the screens show for `O=C(NCc1ccc(Cl)cc1)c1cccc(NC2=NC3CS(=O)(=O)CC3S2)c1` (stereo not drawn)?
PAX8 reporter: -5; XiGFP reactiv: 0.1; DENV2 CPE: 19; F508del corr: 0.4; EWS-Fli inh: -8; ARNT TACC3 PPI: 4; ERp5 block: 2

How did CC(=O)c1c(C)nc(-c2ccc(OCC(=O)Nc3ccc(F)cc3)cc2)n1O do in these assays?
GSIS activator: -26; PAX8 reporter: 8; XiGFP reactiv: 0.5; DENV2 CPE: 5; F508del corr: -5.1; EWS-Fli inh: 15; ARNT TACC3 PPI: 4; ERp5 block: -1

Results for Cc1noc(C)c1NC(=O)N(C)C[C@H]1Oc2ccc(NC(=O)Nc3ccccc3)cc2CC(=O)N([C@@H](C)CO)C[C@H]1C ?
GSIS activator: 21; PAX8 reporter: -1; XiGFP reactiv: 0.0; DENV2 CPE: 2; F508del corr: 0.1; EWS-Fli inh: -4; ARNT TACC3 PPI: 3; ERp5 block: -6

How did COCC1CCN(C(=O)C2CCC(=O)N(Cc3ccc(Cl)cc3)C2)CC1 (stereo not drawn) do in these assays?
GSIS activator: -3; PAX8 reporter: -8; XiGFP reactiv: 0.3; DENV2 CPE: 7; F508del corr: -1.9; EWS-Fli inh: -2; ARNT TACC3 PPI: -1; ERp5 block: 1

What do the screens show for `COc1cc2nc(CN3CCN(C(C)=O)CC3)[nH]c(=O)c2cc1OC`?
GSIS activator: 0; PAX8 reporter: 9; XiGFP reactiv: 0.0; DENV2 CPE: -5; F508del corr: -0.4; EWS-Fli inh: 7; ARNT TACC3 PPI: 1; ERp5 block: 2

What do the screens show for `O=C(COc1ccc(F)cc1)N(Cc1cccc(Br)c1)C1CCS(=O)(=O)C1` (stereo not drawn)?
GSIS activator: -5; PAX8 reporter: -5; XiGFP reactiv: 0.1; DENV2 CPE: -1; F508del corr: 1.2; EWS-Fli inh: 14; ARNT TACC3 PPI: 7; ERp5 block: -1

What do the screens show for `CC(Oc1ccccc1)C(=O)N/N=C/c1ccccn1` (stereo not drawn)?
GSIS activator: 11; PAX8 reporter: 8; XiGFP reactiv: 0.0; ARNT TACC3 PPI: 12

Results for CCC(=O)Nc1ccc2c(c1)C(=O)N(C)C[C@H](OC)[C@H](C)CN(C(=O)CN1CCOCC1)[C@H](C)CO2 ?
GSIS activator: 14; XiGFP reactiv: 0.4; F508del corr: 0.4; EWS-Fli inh: 4

Results for O=C(Nc1nnc(-c2ccco2)o1)c1ccc(Br)s1 ?
PAX8 reporter: 8; XiGFP reactiv: 0.0; DENV2 CPE: -3; F508del corr: -0.9; EWS-Fli inh: 0; ERp5 block: -2

What do the screens show for `COc1cccc(C(=O)C2CCCN(Cc3cn(CC(N)=O)c4ccccc34)C2)c1` (stereo not drawn)?
GSIS activator: -4; PAX8 reporter: 7; XiGFP reactiv: 0.0; DENV2 CPE: 5; F508del corr: -3.6; EWS-Fli inh: 11; ARNT TACC3 PPI: 19; ERp5 block: 0

Results for CCN(CC)CCN1C2=C(C(=O)CC(C)(C)C2)C(c2cccc(F)c2)C2=C1CC(C)(C)CC2=O ?
GSIS activator: 10; PAX8 reporter: 26; XiGFP reactiv: 0.3; F508del corr: 2.0; EWS-Fli inh: 8; ARNT TACC3 PPI: 1; ERp5 block: 5

Results for COc1ccc(CCNC(=O)C2CCN(C(=O)c3ccc(F)cc3)CC2)cc1OC ?
PAX8 reporter: -20; XiGFP reactiv: -0.1; DENV2 CPE: 2; EWS-Fli inh: 3; ARNT TACC3 PPI: -4; ERp5 block: 1

What do the screens show for `CO[C@H]1CN(C)C(=O)c2cc(NC(=O)C3CC3)ccc2OC[C@@H](C)N(Cc2nccs2)C[C@H]1C`?
GSIS activator: -3; PAX8 reporter: 13; XiGFP reactiv: -0.7; DENV2 CPE: -1; F508del corr: 1.5; EWS-Fli inh: -1; ARNT TACC3 PPI: -6; ERp5 block: 5

Results for C[C@@H]1CCCCO[C@@H](CN(C)S(=O)(=O)c2cn(C)cn2)[C@@H](C)CN([C@@H](C)CO)C(=O)c2cc(NS(=O)(=O)c3ccccc3)ccc2O1 ?
GSIS activator: 21; PAX8 reporter: 3; XiGFP reactiv: -0.2; DENV2 CPE: 18; F508del corr: -0.6; EWS-Fli inh: -8; ARNT TACC3 PPI: -7; ERp5 block: 0

Results for COc1ccc(C(=O)C2CCCN(S(=O)(=O)c3cccnc3)C2)c(C)c1 (stereo not drawn) ?
PAX8 reporter: -9; XiGFP reactiv: 0.1; DENV2 CPE: 3; F508del corr: 3.0; EWS-Fli inh: 2; ARNT TACC3 PPI: 0; ERp5 block: 5

How did O=c1c(Cc2ccccc2)c(O)ccn1C1CCCCCCC1 do in these assays?
GSIS activator: -6; PAX8 reporter: -8; XiGFP reactiv: -0.7; DENV2 CPE: -1; F508del corr: -2.6; EWS-Fli inh: 1; ARNT TACC3 PPI: 7; ERp5 block: 0

Results for O=C(C1=C(O)C(=O)N(CCN2CCOCC2)C1c1cccc(Br)c1)c1cccs1 (stereo not drawn) ?
GSIS activator: 5; PAX8 reporter: -8; XiGFP reactiv: 0.0; DENV2 CPE: inconclusive; F508del corr: 2.2; EWS-Fli inh: -27; ARNT TACC3 PPI: 8; ERp5 block: 1

Results for Cn1c(=O)[nH]c(=O)c2c1nc1n2CCCN1Cc1ccccc1 ?
GSIS activator: 8; PAX8 reporter: -6; XiGFP reactiv: inconclusive; DENV2 CPE: 0; F508del corr: 0.7; EWS-Fli inh: -5; ERp5 block: 0

What do the screens show for `O=c1cc(CSc2nc(NCc3ccc(Cl)cc3)c3ccccc3n2)nc2ccc(Cl)cn12`?
GSIS activator: 1; PAX8 reporter: 8; DENV2 CPE: 8; F508del corr: 0.1; EWS-Fli inh: 6; ARNT TACC3 PPI: -4; ERp5 block: 2

Results for O=C1c2ccccc2C(Nc2ccc3c(c2)OCO3)N1Cc1ccc2c(c1)OCO2 (stereo not drawn) ?
GSIS activator: -4; PAX8 reporter: -9; XiGFP reactiv: -0.1; DENV2 CPE: 0; F508del corr: -0.9; EWS-Fli inh: -17; ARNT TACC3 PPI: 7; ERp5 block: -7

How did Cc1cccc(C)c1N=Cc1c(C(F)(F)F)[nH][nH]c1=O do in these assays?
GSIS activator: 2; PAX8 reporter: -5; XiGFP reactiv: 0.0; DENV2 CPE: -1; F508del corr: -3.8; EWS-Fli inh: 4; ARNT TACC3 PPI: 5; ERp5 block: 2

What do the screens show for `CC(=O)Nc1ccc(S(=O)(=O)N(C)CC(=O)N(C)Cc2sccc2C)cc1`?
GSIS activator: -4; PAX8 reporter: -8; XiGFP reactiv: -0.1; DENV2 CPE: 6; F508del corr: -2.4; EWS-Fli inh: 2; ARNT TACC3 PPI: -4; ERp5 block: -1

What do the screens show for `CCCNC(=O)N(C)C[C@H]1Oc2ncc(C#C[C@H](C)O)cc2C(=O)N([C@@H](C)CO)C[C@H]1C`?
GSIS activator: 21; XiGFP reactiv: 0.1; DENV2 CPE: 3; F508del corr: -0.7; EWS-Fli inh: -9; ARNT TACC3 PPI: -7; ERp5 block: 0

How did COc1ccc(NC(=O)CC2SC(N3CCOCC3)=NC2=O)c(OC)c1 (stereo not drawn) do in these assays?
GSIS activator: 7; PAX8 reporter: 3; XiGFP reactiv: 0.1; DENV2 CPE: -1; F508del corr: -4.1; EWS-Fli inh: -2; ARNT TACC3 PPI: -7

What do the screens show for `CN1c2ccc(-c3cccc(C#N)c3)cc2[C@@H]2[C@@H](CCN2C(=O)CN2CCOCC2)[C@H]1CO`?
GSIS activator: 2; PAX8 reporter: -24; XiGFP reactiv: 0.2; DENV2 CPE: 10; F508del corr: 3.2; EWS-Fli inh: -69; ARNT TACC3 PPI: 1; ERp5 block: -2

Results for O=c1[nH]c2cc(Cl)c(Cl)cc2o1 ?
PAX8 reporter: 0; XiGFP reactiv: 0.2; DENV2 CPE: 3; F508del corr: 0.9; EWS-Fli inh: -8; ARNT TACC3 PPI: -4; ERp5 block: -1

What do the screens show for `COCCN(C(=S)Nc1cc(C)ccc1C)C(C)c1cccnc1` (stereo not drawn)?
PAX8 reporter: 17; XiGFP reactiv: -0.1; DENV2 CPE: 0; EWS-Fli inh: -3; ARNT TACC3 PPI: -1; ERp5 block: 4

Results for COc1ccc(C2Nc3ccccc3C(=O)N2c2ccccc2)cc1COc1ccccn1 (stereo not drawn) ?
GSIS activator: 8; DENV2 CPE: 1; F508del corr: -3.3; EWS-Fli inh: -19; ARNT TACC3 PPI: -7; ERp5 block: 7

How did Cc1ccnc(NC(=O)c2cc(S(=O)(=O)NCc3ccccc3)ccc2C)c1 do in these assays?
GSIS activator: -34; PAX8 reporter: 5; XiGFP reactiv: 0.1; DENV2 CPE: 0; F508del corr: -0.1; EWS-Fli inh: -13; ARNT TACC3 PPI: 6; ERp5 block: 5

What do the screens show for `COc1ccccc1C(CNC(=O)c1ccc(C)c(S(=O)(=O)N2CCCCC2)c1)N1CCCC1` (stereo not drawn)?
GSIS activator: -20; PAX8 reporter: -1; XiGFP reactiv: 0.0; DENV2 CPE: -2; F508del corr: 3.5; EWS-Fli inh: 6; ARNT TACC3 PPI: -1; ERp5 block: -4

What do the screens show for `Cc1cc(C(=O)N/N=C/c2ccc(N(C)C)o2)cs1`?
GSIS activator: -9; XiGFP reactiv: 0.3; DENV2 CPE: 2; F508del corr: -0.6; ARNT TACC3 PPI: 9; ERp5 block: 5

How did CNC(=O)C[C@H]1C(=O)N(Cc2ccccc2)C[C@@H]1C do in these assays?
GSIS activator: 0; PAX8 reporter: -22; XiGFP reactiv: 0.0; DENV2 CPE: 16; F508del corr: 0.3; EWS-Fli inh: 12; ERp5 block: 2

What do the screens show for `C[C@@H]1CN([C@@H](C)CO)C(=O)CCCn2nncc2CO[C@H]1CN(C)C(=O)Nc1ccc(N2CCCCC2)cc1`?
GSIS activator: 10&2; PAX8 reporter: -3&-20; XiGFP reactiv: 0.2&1.0; DENV2 CPE: -10&-1&6; F508del corr: 0.8&-1.5&-4.1; EWS-Fli inh: -12&0&-11; ARNT TACC3 PPI: -4&-3; ERp5 block: 1&-4&0

Results for CCN1CCN(CCNC(=O)c2ccc3c(c2)NC(=O)/C(=C\c2ccc(OC)c(OC)c2)S3)CC1 ?
GSIS activator: 148; PAX8 reporter: -2; XiGFP reactiv: 0.0; DENV2 CPE: 3; F508del corr: 2.0; EWS-Fli inh: 11; ARNT TACC3 PPI: 11; ERp5 block: 9
